Compound activity as filed in PubChem BioAssay.
C diff HTS – blocks growth of Clostridium difficile | growth activity, negative = inhibition, % at 16 µg/mL (by protocol) | AID 1259249 | Clostridium difficile clinical isolate growth, OD600, 24 h; stronger effect = lower value | 86,000 tested, 0.25% active;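 active means mean growth activity at or below -80% and every replicate also at or below -80%; inconclusive means mean at or below -80% but some replicate above -80%; inactive means mean growth activity above -80%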;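 further: 0% = DMSO wells and -100% = levofloxacin 16 µg/mL wells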
KDM4C inh – inhibitors of human demethylase GASC-1 KDM4C. inhibition, % at 12.5 µM. AID 720574. GST-KDM4C 2-372, H3K9me3 peptide, LANCE TR-FRET. 96,000 tested, 0.15% active. Q9H3R0;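 active means mean replicate inhibition above about 25%, with at least 55% of replicates also reaching it, limit read from the data, passing the limit was not always enough; inconclusive means only one of those two conditions met; inactive means neither condition met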
Target sequence (Q9H3R0 2-372 limits assumed): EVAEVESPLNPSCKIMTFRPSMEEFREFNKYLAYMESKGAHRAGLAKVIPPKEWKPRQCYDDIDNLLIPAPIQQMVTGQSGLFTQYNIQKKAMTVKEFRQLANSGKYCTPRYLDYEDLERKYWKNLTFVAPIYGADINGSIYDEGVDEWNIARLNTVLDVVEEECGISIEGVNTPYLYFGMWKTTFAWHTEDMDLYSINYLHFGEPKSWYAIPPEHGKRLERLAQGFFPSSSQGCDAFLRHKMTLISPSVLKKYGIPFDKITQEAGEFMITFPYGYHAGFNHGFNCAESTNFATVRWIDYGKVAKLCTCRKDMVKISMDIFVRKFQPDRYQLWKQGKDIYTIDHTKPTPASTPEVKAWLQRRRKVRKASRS
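Material: N-terminal GST-fused human GASC-1 (KDM4C) fragment, residues 2-372. Input: 10 nM enzyme. Incubation: enzyme reaction 30 min, then detection 60 min, both room temperature. Doses: one test concentration per compound. Read-out basis: inhibition from TR-FRET ratio decrease. Detection: LANCE TR-FRET, excitation 340 nm, emissions 618 and 671 nm.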
T cruzi growth – inhibitors of T. cruzi proliferation. T. cruzi beta-gal in NIH3T3, GalScreen luminescence, 90 h. inhibition, % at 8.34 µM. 77,000 tested, 5.9% active;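 active means mean inhibition above about 93%, with at least 55% of replicates each passing it, limit read from the data, passing the limit was not always enough; inconclusive means only one of those two conditions holds; inactive means neither condition holds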
Pf Dd2 growth – P. falciparum Dd2 growth inhibition; SYBR Green, 72 h; stronger effect = lower value; activity change, % at 10 µM; 94,000 tested, 2.3% active; in the data active means activity change below about -80%; inconclusive means no clear call, values can overlap the other calls
An asterisk follows results filed as active; ? = inconclusive; / = no result given; & = joins results of further samples.

1	CCCC(=O)N1CC2(CN[C@@H](CO)c3c2c2ccc(OC)cc2n3C)C1
2	CN(C)CC(=O)N[C@@H]1CC[C@@H](CCNC(=O)Nc2ccc(Cl)cc2)O[C@@H]1CO
3	CCNC(=O)C[C@@H]1CC[C@H]2[C@H](COc3ccc(NC(=O)c4ccccc4Cl)cc3C(=O)N2C)O1
4	CO[C@H]1CN(C)C(=O)c2ccc(NS(C)(=O)=O)cc2OC[C@H](C)NC[C@H]1C
5	O=C(NC[C@@H]1CC[C@H]2[C@H](CN2S(=O)(=O)c2ccccc2[N+](=O)[O-])O1)Nc1ccccc1
6	C[C@H]1CN([C@@H](C)CO)C(=O)c2cc(C3=CCCCC3)cnc2O[C@H]1CN(C)C(=O)Nc1ccc(F)cc1

compound no.	1	2	3	4	5	6
C diff HTS	-1	5	-6	-4	5	1
KDM4C inh	-0.5	1.9	0.1	0.1	/	18
T cruzi growth	/	-152	20	-32	/	68
Pf Dd2 growth	19	12	5	30	-5	1

7	Cc1noc(C)c1S(=O)(=O)Nc1ccc2c(c1)C(=O)N([C@H](C)CO)C[C@@H](C)[C@@H](CN(C)Cc1ccc(C(F)(F)F)cc1)O2
8	COc1ccc(NC(=O)N(C)C[C@@H]2OCCCC[C@H](C)Oc3ccc(NS(=O)(=O)c4c(C)noc4C)cc3C(=O)N([C@@H](C)CO)C[C@@H]2C)cc1
9	C[C@@H]1CN([C@H](C)CO)C(=O)Cc2cc(NS(=O)(=O)c3cn(C)cn3)ccc2O[C@@H]1CN(C)Cc1ccc(C(=O)O)cc1
10	Cc1noc(C)c1NC(=O)N(C)C[C@H]1Oc2ccc(N(C)C)cc2C(=O)N([C@@H](C)CO)C[C@H]1C
11	C[C@@H]1CN([C@H](C)CO)C(=O)c2cc(NS(=O)(=O)c3ccc(Cl)cc3)ccc2O[C@H]1CN(C)S(=O)(=O)c1ccc(Cl)cc1
12	C[C@@H]1CN([C@@H](C)CO)C(=O)c2cc(C#C[C@@H](C)O)cnc2O[C@H]1CN(C)C(=O)Nc1ccc(C(F)(F)F)cc1

compound no.	7	8	9	10	11	12
C diff HTS	1	-1	0	0	-6	1
KDM4C inh	0.0	-0.6	-0.7	?	-1.3	0.8
T cruzi growth	8	52	19	25	53	/
Pf Dd2 growth	9	-57	24	10	-8	-16

13	COC(=O)C[C@@H]1C[C@@H]2c3cc(NS(C)(=O)=O)ccc3O[C@@H]2[C@H](CO)O1
14	C[C@@H]1CN([C@H](C)CO)C(=O)c2cc(NC(=O)C3CCCCC3)ccc2O[C@@H](C)CCCCO[C@H]1CN(C)S(=O)(=O)c1ccc(Cl)cc1
15	C[C@H](CO)N1C[C@H](C)[C@@H](CN(C)Cc2ccccc2)Oc2cc(/C=C/c3ccccc3)ccc2S1(=O)=O
16	O=C(CC1CC1)Nc1ccc2c(c1)[C@@H]1C[C@H](CC(=O)N3CCc4ccccc4C3)O[C@H](CO)[C@@H]1O2
17	COc1cccc(NC(=O)C[C@@H]2CC[C@H]3[C@H](COc4ccc(NC(=O)c5ccccc5F)cc4C(=O)N3C)O2)c1
18	CNC[C@@H]1Oc2cc(C#Cc3cccnc3)ccc2S(=O)(=O)N([C@@H](C)CO)C[C@H]1C

compound no.	13	14	15	16	17	18
C diff HTS	-2	-6	1	-2	1	-2
KDM4C inh	1.2	1.1	2.8	-1.6	-1.9	11
T cruzi growth	-22	102*	70	55	43	52
Pf Dd2 growth	31	-83*	-56	-16	-30	-74

19	C[C@H](CO)N1C[C@H](C)[C@@H](CN(C)C)Oc2c(NC(=O)Nc3ccccc3)cccc2C1=O
20	C[C@@H]1CN([C@@H](C)CO)C(=O)c2cc(NS(=O)(=O)c3cccs3)ccc2O[C@H]1CN(C)CC1CC1
21	C[C@@H](O)C#Cc1ccc([C@H]2[C@H](CO)N3CCCCN(C(=O)Nc4ccccc4)C[C@@H]23)cc1
22	C[C@H]1CCCCO[C@@H](CN(C)Cc2ccc(C(F)(F)F)cc2)[C@@H](C)CN([C@@H](C)CO)C(=O)c2cc(NS(C)(=O)=O)ccc2O1
23	C[C@H]1CN([C@@H](C)CO)C(=O)c2cccc(NS(=O)(=O)c3ccc(Cl)cc3)c2O[C@H]1CN(C)Cc1ccc(C(=O)O)cc1
24	C[C@@H]1CCCCO[C@@H](CN(C)Cc2ccc(C(F)(F)F)cc2)[C@@H](C)CN([C@@H](C)CO)C(=O)c2cc(NC(=O)C3CCCCC3)ccc2O1

compound no.	19	20	21	22	23	24
C diff HTS	18	-2	3	1	-4	3
KDM4C inh	-0.2	0.7	-0.1	-0.4	0.3	-1.5
T cruzi growth	0	2	78	-32	-5	?
Pf Dd2 growth	-1	25	-70	-16	40	-26

Rewritten field by field: entries from further up.
[19] C[C@H](CO)N1C[C@H](C)[C@@H](CN(C)C)Oc2c(NC(=O)Nc3ccccc3)cccc2C1=O
  C diff HTS: 18
  KDM4C inh: -0.2
  T cruzi growth: 0
  Pf Dd2 growth: -1

[20] C[C@@H]1CN([C@@H](C)CO)C(=O)c2cc(NS(=O)(=O)c3cccs3)ccc2O[C@H]1CN(C)CC1CC1
  C diff HTS: -2
  KDM4C inh: 0.7
  T cruzi growth: 2
  Pf Dd2 growth: 25

[21] C[C@@H](O)C#Cc1ccc([C@H]2[C@H](CO)N3CCCCN(C(=O)Nc4ccccc4)C[C@@H]23)cc1
  C diff HTS: 3
  KDM4C inh: -0.1
  T cruzi growth: 78
  Pf Dd2 growth: -70

[22] C[C@H]1CCCCO[C@@H](CN(C)Cc2ccc(C(F)(F)F)cc2)[C@@H](C)CN([C@@H](C)CO)C(=O)c2cc(NS(C)(=O)=O)ccc2O1
  C diff HTS: 1
  KDM4C inh: -0.4
  T cruzi growth: -32
  Pf Dd2 growth: -16

More structures follow:
25	CC(C)OC(=O)N(C)C[C@@H]1OCc2cn(nn2)CCCC(=O)N([C@@H](C)CO)C[C@H]1C
26	O=C(C[C@@H]1CC[C@H](NS(=O)(=O)c2ccccc2)[C@@H](CO)O1)NCCN1CCCCC1
27	CN1C(=O)c2cc(NC(=O)C3CCOCC3)ccc2OC[C@H]2O[C@H](CC(=O)O)CC[C@H]21
28	O=C(c1ccncc1)N1CC(=O)N2[C@H](CO)[C@H](c3ccc(-c4cccnc4)cc3)[C@@H]2C1
29	CNC[C@@H]1Oc2cc(C#Cc3ccc(F)cc3)ccc2S(=O)(=O)N([C@@H](C)CO)C[C@H]1C
30	C[C@H]1CCCCO[C@@H](CN(C)Cc2ccccc2)[C@@H](C)CN([C@@H](C)CO)C(=O)c2cc(NC(=O)Nc3ccc4c(c3)OCO4)ccc2O1

compound no.	25	26	27	28	29	30
C diff HTS	-6	-2	4	-2	0	-3
KDM4C inh	/	-2.0	2.2	0.3	2.5	-1.1
T cruzi growth	-9	11	24	/	/	94
Pf Dd2 growth	-4	26	-13	11	-63	-86*

31	CN1CCN(C(=O)C[C@H]2CC[C@H]3[C@@H](COC[C@H](O)CN3C(=O)C3CCOCC3)O2)CC1
32	C[C@@H]1CN([C@H](C)CO)C(=O)c2cc(NC(=O)CCC(F)(F)F)ccc2O[C@@H](C)CCCCO[C@H]1CN(C)S(=O)(=O)c1ccc(F)cc1
33	O=C(N[C@H]1CC[C@@H](CCNC(=O)C2CCCC2)O[C@H]1CO)c1ccncc1
34	CO[C@@H]1CN(C)C(=O)c2ccc(NC(C)=O)cc2OC[C@@H](C)N(Cc2ccccn2)C[C@@H]1C
35	C[C@H](CO)N1C[C@H](C)[C@H](CN(C)Cc2ccc(C(=O)O)cc2)Oc2c(NC(=O)C3CCOCC3)cccc2C1=O
36	CC=Cc1ccc2n(c1=O)C[C@@H]1[C@@H](CO)[C@H](C(=O)NCC(F)(F)F)[C@H]2N1C(=O)C1CCC1 (mixture of isomers)

compound no.	31	32	33	34	35	36
C diff HTS	-4&-9	-5	1	/	6	2
KDM4C inh	1.1	0.3	-0.3	1.5	8.4	-4.2
T cruzi growth	-13	60	/	-17	37	37
Pf Dd2 growth	20	/	-11	13	32	6

37	CC(C)NC(=O)N(C)C[C@H]1Oc2ncc(C#Cc3ccccc3F)cc2C(=O)N([C@@H](C)CO)C[C@H]1C
38	C[C@@H]1CN([C@@H](C)CO)C(=O)c2cc(-c3ccccc3)cnc2O[C@H]1CN(C)C(=O)c1cccc(F)c1
39	C[C@@H]1CN([C@@H](C)CO)C(=O)c2cc(NC(=O)Nc3ccc4c(c3)OCO4)ccc2O[C@H]1CN(C)C(=O)NC1CCCCC1
40	C[C@@H]1CN([C@H](C)CO)C(=O)c2cc(-c3cncnc3)cnc2O[C@H]1CN(C)Cc1cncnc1
41	C[C@@H]1CN([C@H](C)CO)C(=O)Cc2cc(NS(=O)(=O)c3cn(C)cn3)ccc2O[C@@H]1CN(C)C(=O)Nc1ccccc1
42	O=C(CCN1CCCCC1)N[C@H]1CC[C@@H](CCn2cc(-c3ccc(F)cc3)nn2)O[C@H]1CO

compound no.	37	38	39	40	41	42
C diff HTS	3	-3	-1	-2	-2	1
KDM4C inh	-2.5	-0.7	4.4	0.1	0.2	0.8
T cruzi growth	92	11	-32	30	8	-17
Pf Dd2 growth	-54	-4	-5	9	84	15

43	C[C@H](O)C#Cc1cnc2c(c1)C(=O)N([C@H](C)CO)C[C@H](C)[C@@H](CN(C)C(=O)c1ccccc1)O2
44	CCCN(C)C[C@@H]1Oc2cc(C#Cc3ccccc3F)ccc2S(=O)(=O)N([C@@H](C)CO)C[C@@H]1C
45	COc1ccc(S(=O)(=O)Nc2ccc3c(c2)CC(=O)N([C@H](C)CO)C[C@H](C)[C@@H](CN(C)Cc2ccccc2)O3)cc1
46	C[C@@H]1CCCCO[C@@H](CN(C)Cc2ccc(C(=O)O)cc2)[C@H](C)CN([C@H](C)CO)C(=O)c2cc(NC(=O)C3CCCCC3)ccc2O1
47	CCCC(=O)Nc1ccc2c(c1)OC[C@@H](C)N(CCC(F)(F)F)C[C@@H](C)[C@H](OC)CN(C)C2=O
48	C[C@@H]1CN([C@@H](C)CO)C(=O)c2cc(NC(=O)CCC(F)(F)F)ccc2O[C@H]1CN(C)S(=O)(=O)c1cn(C)cn1

compound no.	43	44	45	46	47	48
C diff HTS	-2	11	0	-5	-4	/
KDM4C inh	-0.7	-0.3	0.0	0.2	-0.4	-0.4
T cruzi growth	84	?	99*	-5	/	-92
Pf Dd2 growth	9	-76	-35	40	-23	20

49	CC(C)NC(=O)Nc1ccc2c(c1)C(=O)N([C@@H](C)CO)C[C@H](C)[C@@H](CN(C)S(=O)(=O)c1cn(C)cn1)O2
50	CCCC#Cc1ccc2c(c1)O[C@@H](CN(C)C(=O)NCCC)[C@@H](C)CN([C@@H](C)CO)S2(=O)=O
51	C[C@H](CO)N1C[C@H](C)[C@H](CN(C)CC2CCCCC2)Oc2ccc(NC(=O)NC3CCCCC3)cc2C1=O
52	O=S(=O)(NC[C@@H]1N[C@@H](CO)[C@@H]1c1ccccc1)c1ccccc1
53	C[C@@H]1CCCCO[C@@H](CN(C)C(=O)Nc2ccc(C(F)(F)F)cc2)[C@H](C)CN([C@H](C)CO)C(=O)c2cc(NC(=O)C3CCCCC3)ccc2O1
54	Cc1cccc(-c2ccc([C@H]3[C@H]4CN(C(=O)c5ccc6c(c5)OCO6)CC(=O)N4[C@H]3CO)cc2)c1

compound no.	49	50	51	52	53	54
C diff HTS	-6	-1	10	-4	6	5
KDM4C inh	0.2	0.2	-1.0	2.1	-0.1	-0.5
T cruzi growth	2	-51	/	61	83	/
Pf Dd2 growth	12	-40	0	1	?	-56

55	COc1ccc(CN(C)C[C@H]2OCCCC[C@H](C)Oc3ccc(NC(=O)Cc4ccccc4)cc3C(=O)N([C@@H](C)CO)C[C@@H]2C)cc1
56	COCC(=O)N1C[C@H](C)[C@@H](OC)CN(C)C(=O)c2ccc(NC(=O)C3CCC3)cc2OC[C@@H]1C
57	COc1ccc(S(=O)(=O)Nc2ccc3c(c2)C(=O)N([C@H](C)CO)C[C@H](C)[C@H](CN(C)C)OCCCC[C@H](C)O3)cc1
58	C[C@@H]1CN([C@H](C)CO)C(=O)Cc2cc(NC(=O)C3CC3)ccc2O[C@H]1CN(C)S(=O)(=O)c1ccc(Cl)cc1

compound no.	55	56	57	58
C diff HTS	-2	-5	19	-3
KDM4C inh	0.2	-3.7	1.2	9.7
T cruzi growth	30	/	12	39
Pf Dd2 growth	-29	23	20	-7
